High-throughput results (PubChem)
Pf gametocyte = kills late stage P. falciparum gametocytes | P. falciparum stage V gametocytes, ATP luminescence, 24 h | inhibition, % at 10.9 µM | 0.065% of 150,000 active;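 active = inhibition above the mean plus 3 SD of compounds within the control limits, set per campaign, cut at about 38% in these data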;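 note: 0% = DMSO wells and 100% = medium only without gametocytes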
* hit, by the source's call.

SMILES | Pf gametocyte
Cc1cc(C)c2nc(C)cc(N/N=C/c3ccc(O)cc3)c2c1 | -17
CC(=O)NNC(=O)CSc1nnc(-c2ccccc2)c(-c2ccccc2)n1 | -18
COc1ccc([C@H]2CC(=O)C=C(c3cccc(F)c3OC)C2)cc1 | 10
CCCCCc1ccc(-c2cn(CN3C(=O)c4ccccc4C3=O)nn2)cc1 | -9
CC1(C)CC(NC(=O)Cc2ccccc2)CC(C)(C)N1 | -5
Cc1ccc(Nc2nc(-c3ccc(S(=O)(=O)N4CCOCC4)cc3)cs2)cc1 | 15
CCOc1ccccc1NC(=O)C1CCCN(S(C)(=O)=O)C1 (stereo unspecified) | 5
O=c1cc(CCl)nc(Cc2c(Cl)cccc2Cl)[nH]1 | 6
COc1cccc(OC)c1C(=O)Nc1sc2c(c1C#N)CCC2 | 3
CC(C)CCn1c(N2CCCC2)nc2c1c(=O)n(C)c(=O)n2C | -13
Cc1ccc2c(c1)C(=O)N1[C@H]3c4cc(Cl)ccc4OC[C@@H]3[C@H](c3ccccc3)[C@]1(C)C(=O)N2 | 13
NC(=O)CC(NC(=O)c1ccc(Br)cc1)c1ccc(N2CCCCCCC2)c([N+](=O)[O-])c1 (stereo unspecified) | -25
COC(=O)C1=C(C(=O)OC)[C@]2([C@H]3CC=CCN[C@@H](Cc4ccccc4)C(=O)N3Cc3ccccc3)C=C[C@H]1O2 | -42
CC(CCN1CCN=C1Nc1ccccc1)c1ccccc1 (stereo unspecified) | 13
O=S(=O)(NCc1ccccc1)[C@@H]1CC2C=CC1C2 (stereo partly specified) | 9
CCCSc1ccc([C@@H]2[C@H]3C(=O)N(C)C(=O)[C@H]3[C@]3(C(=O)OC)CCCN23)cc1OC | 9
CCC(CC)CN1C(N(C)C)=NC[C@@H]1CC(C)C | -14
Clc1ccc(CN2CCSCC2)cc1Cl | 3
C=CC[C@@H](Cc1ccc(F)cc1)C(=O)OC[C@@H]1CCCN1C(=O)[C@H](CC=C)CC(=O)N[C@H](CO)Cc1ccccc1 | -30
COc1ccccc1N1CCN(C2CC(=O)N(c3ccc(F)cc3)C2=O)CC1 (stereo unspecified) | -5
Nc1nc(-c2ccc3c(c2)OCCO3)c(CC(=O)O)s1 | 11
CC[C@H](C)[C@@H](CN[C@H](CCCCNC)CNC)NCC1CCCC1 | 2
CCO[C@@H]1OC(C(N)=O)=C[C@H](C(C)(C)C)[C@H]1CCCO | 5
O=C(C[C@H]1C/C=C\C[C@H](NC(=O)OCC2c3ccccc3-c3ccccc32)C(=O)OC[C@H]2CCCN2C1=O)NCCO | -17
CC1CCCN(S(=O)(=O)c2ccc([N+](=O)[O-])cc2)C1 (stereo unspecified) | 19
COc1ccc(CCC(C)NCc2cccc(Br)c2)cc1 (stereo unspecified) | 25
COc1ccc([C@H]2CC(=O)C=C(c3ccc(NC(C)=O)cc3)C2)cc1OC | 15
COc1ccc(CNCc2ccc(F)cc2)c(OC)c1 | -1
COc1cc(C2Nc3cc(C)c(C)cc3NC3=C2C(=O)CC(C)(C)C3)ccc1OC(C)=O (stereo unspecified) | 1
CCCc1cc(=O)n2[nH]c(-c3cccc(Br)c3)cc2n1 | -23
O=C(CSc1nc2ccccc2c(=O)n1-c1ccccc1)c1cccc([N+](=O)[O-])c1 | 14
Cc1ccc(-n2cc(CCCCCCCCC(=O)O)nn2)cc1 | -18
CC1CCCCN1Cc1nc2c(c(=O)n(C)c(=O)n2C)n1CCCc1ccccc1 (stereo unspecified) | 9
CC(=O)NC1CC2CCCC(C1)N2C(=O)Nc1cccc(C)c1 (stereo unspecified) | 21
C[C@H](CO)N1C[C@H](C)[C@@H](CN(C)C(=O)NC2CCCCC2)Oc2ccc(NC(=O)C3CC3)cc2C1=O | 0
O=S(=O)(c1ccc(Cl)cc1)n1cnc2ccccc21 | 7
CCC(C)CNC(=O)c1cccc(OC2CCN(CC(C)(C)C)CC2)c1 (stereo unspecified) | -17
COc1ccc(-c2nc3ccccc3nc2-c2ccccc2)cc1OC | 3
O=C(c1ccc(C(F)(F)F)cc1)N1CCC(=O)N(C(CO)Cc2ccccc2)CC1 (stereo unspecified) | 4
Cc1ccccc1N=Cc1ccc[nH]1 | -6
COc1ccc([C@@H]2CC=C(C(=O)O)[C@H](c3ccccc3F)N2S(=O)(=O)c2ccccc2C)cc1 | -34
CCN1C(=NCc2ccco2)N[C@@H](c2cccc(F)c2)C(C(=O)OC)=C1C | -11
CCN(CC)C(=O)CN1CCC(c2nc3cc(C)c(C)cc3[nH]2)CC1 | -2
CSc1nc(O)c(C(c2ccc(F)cc2)c2c(O)nc(SC)[nH]c2=O)c(=O)[nH]1 | 9
CCCCNC(=O)/C(=C/c1ccco1)NC(=O)c1ccco1 | -6
CCN(CC)C(=O)CSc1nc(O)c(Cc2ccc(OC)cc2)c(=O)[nH]1 | 1
COc1cc(C#Cc2c(-c3cncn3C)n(C)c3ccc(-c4cnc(N5CCOCC5)nc4)cc23)cc(OC)c1 | 9
COC(=O)C1=C(C(=O)OC)[C@@H]2N(Cc3ccccc3)c3ccccc3[C@@]23C[C@@H](C(=O)OC)N(C(=O)NC(C)(C)C)C3=N1 | 11
Cc1nc(Cl)sc1C(=O)Nc1ccc(C(C)(C)C)cc1 | -8
O=C(Nc1ccccc1)[C@@H]1CC=C[C@@H]2CCN(Cc3ccc(Cl)c(Cl)c3)C(=O)[C@@H]21 | 15
New compounds follow:
SMILES | Pf gametocyte
Cc1ccc(C(=O)Nc2ccccc2Cl)cc1 | -2
CCS(=O)(=O)N1CCC(N2CCN(c3ccccc3)CC2)CC1 | 0
Cc1ccc(N(C)C2=NC(=O)CS2)cc1Cl | 2
CCOC(=O)c1ccc(-n2cccc2/C=C2\NC(=O)NC2=O)cc1 | -20
O=C1C=C(c2ccc3ncccc3c2)C[C@@H](c2ccc3c(c2)OCO3)C1 | -18
NC(N)=NS(=O)(=O)c1ccc(NC(=S)NC(=O)/C=C/c2ccc(F)cc2)cc1 | 2
O=C(O)C(Cc1ccc(O)cc1)N1C(=O)c2c(Cl)c(Cl)c(Cl)c(Cl)c2C1=O (stereo unspecified) | 3
O=c1c2ccccc2nc2c3ccccc3ncn12 | 7
Cc1cc(C)nc(N2CCN(c3nc(-c4ccccc4)nc4c3oc3ccccc34)CC2)n1 | -9
O=C1C(Cl)=C(N2CCCC2)C(=O)N1c1ccccc1F | -11

Some of the entries so far, as labelled records.
> Cc1ccc(Nc2nc(-c3ccc(S(=O)(=O)N4CCOCC4)cc3)cs2)cc1
  Pf gametocyte: 15
> CCOc1ccccc1NC(=O)C1CCCN(S(C)(=O)=O)C1 (stereo unspecified)
  Pf gametocyte: 5
> O=c1cc(CCl)nc(Cc2c(Cl)cccc2Cl)[nH]1
  Pf gametocyte: 6
> COc1cccc(OC)c1C(=O)Nc1sc2c(c1C#N)CCC2
  Pf gametocyte: 3

The listing picks up, starting 4 compounds before the break.
SMILES | Pf gametocyte
O=C(O)C(Cc1ccc(O)cc1)N1C(=O)c2c(Cl)c(Cl)c(Cl)c(Cl)c2C1=O (stereo unspecified) | 3
O=c1c2ccccc2nc2c3ccccc3ncn12 | 7
Cc1cc(C)nc(N2CCN(c3nc(-c4ccccc4)nc4c3oc3ccccc34)CC2)n1 | -9
O=C1C(Cl)=C(N2CCCC2)C(=O)N1c1ccccc1F | -11
O=C1[C@H]2[C@H](C=CC[C@H]2C(=O)N2CCOCC2)CCN1Cc1ccccc1 | -9
Cc1cc(C)c(N=Cc2c(O)c3ccccc3oc2=O)c(C)c1 | -5
COc1ccccc1NC(=O)Nc1nnc(C(C)c2ccccc2)s1 (stereo unspecified) | 7
OCCNc1nnc(-c2ccccc2)c(-c2ccccc2)n1 | -3
Cn1c(=O)[nH]c(=O)c2c1nc(N1CCCCC1)n2CC(O)COc1ccc([N+](=O)[O-])cc1 (stereo unspecified) | 3
COc1ccccc1NC(=O)CSc1nncn1-c1ccccc1 | -1
CC(Sc1ccccc1)C(=O)N/N=C/c1ccccc1 (stereo unspecified) | -2
O=C(Nc1ccccc1Cl)c1c(F)c(F)c(F)c(F)c1F | 16
O=[N+]([O-])c1cccc(S(=O)(=O)NCCCn2ccnc2)c1 | -19
Cc1ccc(NC(=O)C(C)SCc2ccccc2)cc1 (stereo unspecified) | -19
CC1(C(=O)N/N=C/c2ccccc2)CC1(Cl)Cl (stereo unspecified) | 14
Cc1nccn1-c1c2c(c(C#N)c3nc4ccccc4n13)CCCC2 | -1
Cc1nc(C(=O)Nc2cc(F)cc(Cl)c2)sc1C1(C)CC(c2ccccc2)=NO1 (stereo unspecified) | 18
COc1cc(Br)cc(CN2CCN(c3ncccn3)CC2)c1O | 7
CCC(CO)Oc1cc(NC(=O)Cc2ccccc2F)c2ncn(C(C)C)c2c1 (stereo unspecified) | 12
Cc1cc(Br)cc(Br)c1OCC(=O)NNC(=O)Nc1ccccc1 | -27
CC1CCN(C(=O)c2[nH]cnc2C(=O)NCC(=O)OC(C)(C)C)CC1 | -6
O=C(CNC(=O)c1nc[nH]c1C(=O)N1CCN(c2ccccc2)CC1)OCc1ccccc1 | -2
O=C1C(Cl)=C(N2CCOCC2)C(=O)N1c1cccc(C(F)(F)F)c1 | -17
C=CCNC(=O)c1cccc2c1C(=O)c1ccc(N3CCOCC3)cc1S2(=O)=O | 9
COc1cc2c(-c3ccc4cc[nH]c4c3)c(-c3ccc(C#N)cc3)oc(=O)c2cc1OC | -15
CCOC(=O)c1c2ccccc2[n+]([O-])n1[C@@H](C)C(N)=O | 22
COc1cc(OC)cc(-c2c(-c3cccs3)c3cc(-c4cnc(N)nc4)ccc3n2C)c1 | 2
C=CC(COCc1ccccc1)N(CC(=O)OC)S(=O)(=O)c1cc(Br)ccc1OC (stereo unspecified) | 10
CC(CCCN(C)C)C(Cc1ccccc1)c1ccccc1 (stereo unspecified) | 12
NC(=O)CC(NC(=O)c1ccc(Br)cc1)c1ccc(NC2CCCCCCC2)c([N+](=O)[O-])c1 (stereo unspecified) | 27
Cc1ccc(C[n+]2ccccc2)cc1 | 11
C=CC[C@@H](CC(=O)NCCO)C(=O)N[C@H](C)COC(=O)[C@@H](CC=C)CC(=O)OC(C)(C)C | -3
Cc1ccc2c(=O)n3c(nc2c1)C(Cc1ccccc1)NC(=O)c1ccc(Cl)cc1-3 (stereo unspecified) | 3
CCCCC[C@H]1CN(CCCC)C(=O)[C@@H]1CC(=O)NCc1ccccc1 | -12
O=C(c1ccccc1)c1c(-c2ccccc2)[nH]n(-c2ccccc2)c(=O)c1=O | 6
CC1CCN(CC(=O)Nc2ccc(S(=O)(=O)N3C(C)CCCC3C)cc2)CC1 (stereo unspecified) | -17
CCCCC(=O)Nc1ccc(C2C(=O)c3ccccc3C2=O)cc1 | 3
O=C(O)c1ccc(S(=O)(=O)N(Cc2ccc(F)cc2)C2CCCCC2)cc1 | -3
Nc1nnnn1/N=C/c1cccc(Br)c1 | -14
COc1cc(NC(=O)c2ccccc2OCc2ccccc2)cc(OC)c1OC | 11
Cc1ccc(C2SCC(=O)N2c2ccccc2)cc1 (stereo unspecified) | 5
CC(=O)c1ccc(N2Cc3ccccc3C2)cc1 | 9
Cc1nc(NC(=O)CCc2ccccc2)sc1C | -6
O=C(NCC1CC1)c1onc(CSc2ccc(F)cc2)c1C(=O)NCC1CC1 | 29
COc1ccc(-c2ccccc2)cc1NC(=O)c1cccs1 | 6
CCOC(=O)c1ccc(N=Nc2c(C)[nH]n(-c3ccccc3)c2=O)cc1 | -3
CCc1ccccc1N1C(=O)CC(Sc2nccc(C)n2)C1=O (stereo unspecified) | -1
O=C(Cc1ccc(F)cc1)NC1CCCCCC1 | -3
COCc1ccc(-c2c(-c3cccc(OC)c3)sc3ccc(OC)cc23)cc1 | 7
Cc1ccc(C2=NOC(C)(c3nnc(-c4cccc(Cl)c4)o3)C2)cc1 (stereo unspecified) | -9
CC1CN(c2ccc([N+](=O)[O-])c(NCCOc3ccc(Cl)cc3)c2)CC(C)N1 (stereo unspecified) | 1
O=C(NC(=S)Nc1ccccc1O)c1cncc(Br)c1 | 3
CCOC(=O)CN1C(=O)CC(c2ccccc2)C1=O (stereo unspecified) | 13
COc1cc2nc(-c3cccs3)oc(=O)c2cc1OC | 2
O=C(CNC(=O)c1nc[nH]c1C(=O)N1CCNCC1)OCc1ccccc1 | 11
COC(=O)C(c1ccccc1)N(Cc1cccc(CN(C(C(=O)OC)c2ccccc2)S(C)(=O)=O)c1)S(C)(=O)=O (stereo unspecified) | -1

Molecules shown so far containing a cyano group (3):
SMILES | Pf gametocyte
COc1cccc(OC)c1C(=O)Nc1sc2c(c1C#N)CCC2 | 3
Cc1nccn1-c1c2c(c(C#N)c3nc4ccccc4n13)CCCC2 | -1
COc1cc2c(-c3ccc4cc[nH]c4c3)c(-c3ccc(C#N)cc3)oc(=O)c2cc1OC | -15

An excerpt (hit frequency here may not be typical).
